# Screening results from PubChem.
# 14-3-3 Bad inh – disrupts binding of bovine 14-3-3 zeta to phospho-Bad peptide | TR-FRET 14-3-3zeta/Dy647-pBad peptide displacement, 1 h | inhibition, % at 21.7 µM | actives 0.71% (n = 220,000) | AID 781;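 active means inhibition above about 70%, limit read from the data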;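 further: 0% = full 14-3-3 plus peptide FRET controls and 100% = background without 14-3-3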
# Target sequence (P63103 whole entry, looked up): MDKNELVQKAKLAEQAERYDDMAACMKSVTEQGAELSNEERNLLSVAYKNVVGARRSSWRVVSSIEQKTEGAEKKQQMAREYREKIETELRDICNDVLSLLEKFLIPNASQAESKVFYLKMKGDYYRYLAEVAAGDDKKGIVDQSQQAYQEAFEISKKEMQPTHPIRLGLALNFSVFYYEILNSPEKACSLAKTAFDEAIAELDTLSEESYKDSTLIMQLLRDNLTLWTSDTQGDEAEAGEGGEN
# zfTRPN1 agonist – agonists of zebrafish TRPN1 channel. HEK293 zebrafish TRPN1-YFP, Fluo-8 calcium fluorescence; 100% = response to 87 µM carbachol. actives 0.18% (n = 220,000). activation, % at 3 µM;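 active means activation above its plate's cutoff, the mean activation of test wells on that plate plus 3 SD, cut at about 19% in these data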;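 further: 0% = DMSO alone and 100% = 87 µM carbachol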
#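 Material: zebrafish TRPN1-YFP in HEK293 cells. Doses: one dose of 3 µM, 0.3% DMSO. Incubation: dye 1 h 37 °C plus 30 min RT. Measured by: intracellular calcium fluorescence with Fluo-8.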
# NPY1 pot ag – potentiates or activates human NPY-Y1 receptor; P25929; NPY-Y1 expressing cells, potentiator/agonist activation; activation, % at 3.6 µM; actives 0.37% (n = 220,000); in the data active means activation above about 33%, passing the limit was not always enough;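 further: cells stimulated with NPY at EC10 then isoproterenol at EC100; 0% = low agonist plus stimulus and 100% = saturating agonist plus stimulus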
# Target sequence (P25929 whole entry, looked up): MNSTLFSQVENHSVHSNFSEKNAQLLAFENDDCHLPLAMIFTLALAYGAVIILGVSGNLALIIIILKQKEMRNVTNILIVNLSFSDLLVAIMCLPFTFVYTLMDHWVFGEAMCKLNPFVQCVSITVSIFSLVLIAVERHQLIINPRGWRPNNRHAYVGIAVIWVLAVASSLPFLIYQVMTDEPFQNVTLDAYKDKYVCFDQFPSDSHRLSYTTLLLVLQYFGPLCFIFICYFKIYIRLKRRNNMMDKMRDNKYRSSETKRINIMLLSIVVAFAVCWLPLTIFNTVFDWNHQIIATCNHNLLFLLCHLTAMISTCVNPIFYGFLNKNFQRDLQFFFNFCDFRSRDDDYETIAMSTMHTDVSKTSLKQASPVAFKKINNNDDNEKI
# PPC-1+TRAIL kill – PPC-1 cancer cell killing with TRAIL present; PPC-1 cells + TRAIL, ATPLite viability luminescence; cell killing (% activity), % at 4 µM; actives 0.41% (n = 220,000);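 active means cell killing above 50% in the first pass at 4 µM, then a duplicate retest at 5 µM averaging 50% or more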;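 further: plate controls were cells with TRAIL plus DMSO for no effect and medium-only wells lacking cells for full effect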
# EP2 mod – modulators of human EP2 prostaglandin E2 receptor; actives 0.83% (n = 260,000); P43116; induction, % at 25 µM; EP2-expressing cells, cAMP HTRF FRET, PGE2 co-stimulation; AID 940;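 active means compounds whose cAMP rise, as percent of the full-agonist control response, exceeds 60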;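 further: rat C6 glioma line stably carrying human EP2 under a CMV promoter; the protocol text gives 20 µM as final concentration; 100% = response of wells given 1 µM PGE2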
# Target sequence (P43116 whole entry, looked up): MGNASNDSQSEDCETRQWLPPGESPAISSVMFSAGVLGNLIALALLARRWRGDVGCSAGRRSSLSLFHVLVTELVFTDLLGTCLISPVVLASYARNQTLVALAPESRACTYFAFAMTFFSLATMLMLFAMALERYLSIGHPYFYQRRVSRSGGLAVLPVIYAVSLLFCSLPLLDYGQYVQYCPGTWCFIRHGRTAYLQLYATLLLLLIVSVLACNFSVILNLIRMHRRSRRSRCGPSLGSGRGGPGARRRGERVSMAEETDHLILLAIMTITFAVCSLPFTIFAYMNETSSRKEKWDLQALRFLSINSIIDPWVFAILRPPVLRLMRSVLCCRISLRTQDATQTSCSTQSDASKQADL
# NPY Y1 blocker – blocks the human neuropeptide Y Y1 receptor. P25929. HEK293-CNG Y1 cells, membrane potential fluorescence; NPY at EC95, then isoproterenol. inhibition, % at 3.6 µM. actives 1% (n = 200,000). AID 1040;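 active means inhibition above the campaign mean inhibition of all tested compounds plus 3 SD, cut at about 20% in these data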;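 further: 0% = DMSO wells given NPY plus isoproterenol and 100% = isoproterenol alone without NPY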
#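 Assay system: HEK293 cells with Y1 receptor plus CNG channel | Probe or stimulus: NPY (25 nM), isoproterenol (1 µM), Ro 20-1724 (25 µM) | Timing: Compound incubation 1 h at room temperature, readout 45 min post-stimulation | Measured by: Membrane-potential fluorescent dye readout | Benchmarks: High control isoproterenol alone, low control NPY with isoproterenol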
# PGE2 EP2 inh – blocks the human prostaglandin E2 receptor EP2; P43116; C6 glioma cells expressing human EP2, cAMP TR-FRET; cells stimulated with saturating PGE2; inhibition, % at 25 µM; actives 0.52% (n = 260,000); AID 1422;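 active means percent inhibition above 40 after rounding to a whole number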;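 further: rat C6 glioma host cells with rolipram phosphodiesterase inhibitor present; the protocol text gives 20 µM as final concentration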
# CHOP inh – inhibitors of CHOP induction in ER stress response; inhibition, % at 10 µM; actives 3.8% (n = 220,000); CHO-K1 CHOP-promoter luciferase, tunicamycin-induced, 15-18 h;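 active means compounds that reduced the stress-induced luciferase reporter signal by more than about 70% of percent inhibition, limit read from the data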;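 further: 0% = tunicamycin plus vehicle and 100% = wells without tunicamycin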
# TRPML3 ag – activates the human TRPML3 channel; Q8TDD5; HEK293 TRPML3-YFP, Fluo-8 calcium fluorescence; 100% = the carbachol control signal; activation, % at 3 µM; actives 0.29% (n = 220,000); AID 1448;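 active means activation above its plate's cutoff, the mean activation of the plate's test wells plus 3 SD, cut at about 12% in these data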;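 further: 0% = DMSO only wells and 100% = carbachol wells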
#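 Test system – HEK293 line with stable expression of human TRPML3-YFP channel · Control set – carbachol 87 µM final as high control (100%), DMSO as low control (0%) · Signal – Fluo-8 calcium dye fluorescence, ex 470-495, em 515-575 nm · Incubation – 1-h 37 °C dye load, 5-s basal, 120-s post-compound reads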
# * hit, by the source's call; / = no result given; & = joins results of further samples; [ ] = dose if it differs, or a comment. Only part of the results is shown, so the mix of outcomes need not match the whole.
SMILES,14-3-3 Bad inh,zfTRPN1 agonist,NPY1 pot ag,PPC-1+TRAIL kill,EP2 mod,NPY Y1 blocker,PGE2 EP2 inh,CHOP inh,TRPML3 ag
COc1ccc(NC(=O)CN2CCN(c3ccccc3Cl)CC2)cc1,-5,1.0,-23,3,-105&-44,12,19&6,4,-0.5
COc1ccccc1C(=O)N(CCN(C)C)c1nc2cc(C)cc(C)c2s1,-4,-0.1,9,6,-20,5,5,26,1.0
COc1ccc(-c2cc3nc(C)cc(NCCO)n3n2)cc1,2,-2.1,7,36,33,7,6,14,-0.9
NS(=O)(=O)c1ccc(Sc2nc3ccccc3s2)c([N+](=O)[O-])c1,-3,10,15,14,-82,/,9,66,3.8
O=c1[nH]c2ccc(Cl)cc2c(=O)n1Cc1ccco1,-4,2.1,-30,3,-4,-8,9,81*,-0.1
CCOc1cc(S(=O)(=O)N2CCN(CC)CC2)ccc1Cl,1,-1.3,-25,21,-24,-1,7,8,0.2
CCc1ccc(NC(=O)C2CCN(S(=O)(=O)c3c(C)[nH]c(=O)[nH]c3=O)CC2)cc1,7,0.7,-7,8,1,-4,5,-15,0.9
COc1ccc2nc(SCCOC(=O)Nc3ccc(Cl)cc3)nc(C)c2c1,2,0.7,-12,-7,-11,4,12,32,0.5
Cn1ccnc1C(=O)c1cc(SCC(=O)NC2CC2)nc2ccccc12,-8,-0.1,-10,28,-7,5,3,7,0.5
CNC(=O)Nc1cc(NC(=O)NC)cc(C(F)(F)F)c1,-1,1.3,9,1,13,/,7,2,1.2
COC(=O)c1ccc(/C=N/N2CCN(Cc3ccccc3)CC2)cc1,7,2.4,14,11,22,5,15,66,0.8
O=C(N/N=C/c1cc2c(cc1Cl)OCO2)c1ccccn1,/,0.5,0,/,/,-4,10,/,0.0
CCOC(=O)C1CCN(C(=O)CCNC(=O)c2cc(OC)c(OC)c(OC)c2)CC1,0[fluorescence artefact?],0.8,9,-1,36,1,5,10,1.1
CCOC(=O)C1=C(O)CCn2c1nc1ccccc12,-6[fluorescence artefact?],-0.3,-2,8,5,1,10,-19,0.8
CCOc1ccc(C2C(C#N)=C(N)Oc3n[nH]c(C)c32)cc1OC(=O)C1CC1 (configuration not stated),-8[fluorescence artefact?],1.7,-1,11,20,-3,8,12,0.2
NC(=O)Cn1c(=O)n(C2CCCCC2)c(=O)c2c3c(sc21)CCCCC3,4,0.7,9,-8,18,-2,14,33,1.1
O=C(NCc1ccc(OC(F)(F)F)cc1)C1CC(c2c(Cl)cccc2Cl)=NO1 (configuration not stated),3[fluorescence artefact?],1.3,-2,10,1,-5,6,7,1.1
CC(C)(C)NC(=O)CSc1nnc(NC(=O)c2ccccc2Cl)s1,5,0.5,1,5,11&8,0,11&5,-31,0.1
Cc1cc(C(=O)CSc2nnnn2C)c(C)n1CCc1ccc(F)cc1,15[fluorescence artefact?],-0.7,0,17,-6,1,9,-23,-0.7
COc1ccccc1/C=C(/C(=O)OCC(=O)N(C)Cc1ccccc1)c1ccccc1,0,1.6,35,3,7,-2,8,41,1.6
CCCn1nc(NC(=O)c2ccco2)c2cc3cc(C)ccc3nc21,3,0.7,8,25,-41,/,10,44,-0.5
CCOC(=O)C1CCN(C(=O)C2CCN(S(=O)(=O)c3cccc4cccnc34)CC2)CC1,1,2.5,7,-12,0,0,18,20,0.5
Cc1c(-n2c(SCC(=O)O)nnc2-c2ccccc2Cl)c(=O)n(-c2ccccc2)n1C,1,2.1,1,/,25,2,/,-8,1.0
O=C(/C=C/Nc1cccc(C(F)(F)F)c1)c1ccco1,-3,0.5,13,/,-32,1,3,1,-0.2

# Record cards (already shown). Order of values: 14-3-3 Bad inh, zfTRPN1 agonist, NPY1 pot ag, PPC-1+TRAIL kill, EP2 mod, NPY Y1 blocker, PGE2 EP2 inh, CHOP inh, TRPML3 ag
# CCCn1nc(NC(=O)c2ccco2)c2cc3cc(C)ccc3nc21 is listed with 3, 0.7, 8, 25, -41, /, 10, 44, -0.5
# CCOC(=O)C1CCN(C(=O)CCNC(=O)c2cc(OC)c(OC)c(OC)c2)CC1 is listed with 0[fluorescence artefact?], 0.8, 9, -1, 36, 1, 5, 10, 1.1
# NC(=O)Cn1c(=O)n(C2CCCCC2)c(=O)c2c3c(sc21)CCCCC3 is listed with 4, 0.7, 9, -8, 18, -2, 14, 33, 1.1

# Further results follow.
SMILES,14-3-3 Bad inh,zfTRPN1 agonist,NPY1 pot ag,PPC-1+TRAIL kill,EP2 mod,NPY Y1 blocker,PGE2 EP2 inh,CHOP inh,TRPML3 ag
COc1cc(C(=O)c2nccc3cc(OC)c(OC)cc23)c([N+](=O)[O-])cc1OC,3,-1.5,-2,3,27,8,4,14,0.2
CN(C)/C=C/C(=O)c1ccc(F)cc1F,-1,1.5,21,14,5,/,11,14,-0.7
O=C(Nn1cnc2ccccc2c1=O)c1cccc(Cl)c1,2,1.4,16,3,4,-3,4,-17,0.0
CCOCCCNC(=O)c1ccc(Cn2c(=S)[nH]c3c([nH]c4ccc(OC)cc43)c2=O)cc1,-5,-0.1,0,0,17,1,17,-7,0.4
CCNC(=O)NC(=O)CSc1nc2ccccc2n1CCOC,2[fluorescence artefact?],0.7,3,-13,5,-2,9,15,0.0
CC(=O)Nc1nc2c(F)cccc2s1,/,1.1,-4,/,/,4,10,/,1.2
Cc1cc(NC(=O)c2ccccc2F)n(-c2nc3ccccc3[nH]2)n1,11,0.0,20,4,34,1,3,-23,0.7
COc1ccccc1NC(=S)N(CCc1nc2cc(C)c(C)cc2[nH]1)Cc1cccnc1,11,-0.6,-12,26,33,1,12,-3,-0.5
Cc1c(C)[n+](=O)c2c(n1[O-])CCC2,-8,-0.1,-9,-8,15,10,7,-7,0.9
Cc1ccc(S(=O)(=O)N2CCN(C(=O)N3CCOCC3)C2c2ccc(N(C)C)cc2)cc1 (configuration not stated),3,0.7,-37,1,38,2,-1,9,0.8
Cc1ccc(C(=O)N/C(=C\c2cccs2)C(=O)NCCCn2ccnc2)cc1C,1,-0.8,-11,-3,-14,-1,8,25,0.1
CC(=O)C1=C(C)NC(SCC(=O)c2ccc(Cl)c(Cl)c2)=C(C#N)C1c1ccco1 (configuration not stated),/,1.8,-28,2,/,8,9,/,1.1
Cn1c(=O)c2[nH]c(=O)cnc2n(C)c1=S,-9,0.5,20,-6,-10,2,11,10,0.3
CC(=O)N1CCN(c2ccc(NC(=O)COc3ccc(Cl)cc3Cl)cc2)CC1,0,8.2,17,20,-13,-10,16,6,4.2
COc1cc(S(=O)(=O)Nc2cccc(C)c2)ccc1N=Cc1c(C)[nH]n(-c2ccccc2)c1=O,-9,-0.4,-1,6,-32,5,13,48,0.2
CCOc1cc(C(=O)N/N=C\c2cn(CC)nc2C)cc(OCC)c1OCC,1,-0.4,-15,4,10,2,9,-23,1.0
COc1ccc(-c2csc(NC(=O)c3cc(-c4cccs4)nc4ccccc34)n2)c(OC)c1,-15[fluorescence artefact?],-0.7,2,3,3,-2,2,-8,0.1
O=C(CN1C(=O)c2ccccc2S1(=O)=O)c1ccc(O)c(O)c1,7,-1.0,11,9,17,/,7,-9,-0.6
NC(=NC(=O)c1ccccc1)N1N=CCC1c1ccccc1 (configuration not stated),-8,-2.7,13,-2,13,-3,11,28,-0.1
CCCNC(=O)c1ccc(CN2CCOCC2)cc1,-15,1.1,12,13,-24,-3,7,-16,1.3
CC1=NOC(=O)/C1=C\c1ccc2c(c1)OCO2,-5,-0.5,-16,23,-69,0,15,101*,0.0
COCC(C)n1c(-c2ccc3c(c2)NC(=O)CO3)csc1=Nc1ccc(OC(F)F)cc1 (configuration not stated),-12,-0.4,19,19,32,-2,8,89*,0.2
NNC(=O)c1ccc(-c2cccc([N+](=O)[O-])c2)o1,-10,-0.2,-6,-4,-47,-2,8,-9,0.5
Cn1cnnc1SCCOc1ccc(Cl)cc1,-3,0.7,20,-22,0,1,6,3,0.9
COc1cccc(C(=O)N(Cc2cc3cc(C)ccc3[nH]c2=O)CC2CCCO2)c1 (configuration not stated),0,2.7,3,13,14,-1,4,21,0.5
COc1cc(NS(=O)(=O)c2ccc(NC(=S)NC(=O)C(C)(C)C)cc2)nc(OC)n1,-11,-0.6,-10,-5,-31,5,5,26,0.3
COc1ccccc1N1CCN(C/C(O)=C(\C#N)c2nc(-c3ccccc3)cs2)CC1,-13[fluorescence artefact?],0.3,1,38,1,-2,6,-22,-0.4
Cc1ccc2c(c1)NC(=O)CC(c1ccccc1)=N2,-5[fluorescence artefact?],0.4,-19,31,8,-4,18,-13,0.8
COc1ccc(Cn2c(C)nnc2-c2cnn(C)c2N)cc1OC,-23,0.6,3,10,18,0,4,-2,-1.4
Cc1ccc(NC(=O)N2CCCC2C(=O)NCCC2=CCCCC2)cc1 (configuration not stated),5,-1.5,13,-7,41,-5,2,9,-0.3
CC(=O)OCCCNc1cc(SCc2ccco2)c2nonc2c1[N+](=O)[O-],5,0.6,-18,-3,8,-4,9,22,0.3
CCn1c(=N)n(CC(=O)c2ccc(OC)cc2)c2ccccc21,4,0.0,4,19,-12,1,7,15,-0.2
COc1cc(/C=N/NC(=O)c2cccc([N+](=O)[O-])c2)cc(OC)c1O,8,1.3,-30,6,-59,5,2,-1,0.7
COc1cccc(C2C(=O)N(C3CCCCC3)CC(=O)N2Cc2ccc(F)cc2)c1 (configuration not stated),11,-0.3,-16,3,3,10,7,44,0.6
Cc1cc(=O)c2cc3nc(-c4cccnc4)oc3c(Br)c2o1,28,2.4,30,7,4,/,9,-2,-0.2
CCN=C(NC#N)SCc1c(F)cccc1Cl,-4[fluorescence artefact?],0.3,-10,-13,14,3,8,16,0.2
Oc1c(C=NCc2ccncc2)sc2ccccc12,-7,1.1,-14,5,2,2,15,14,0.1
CNC(=S)NC(CC(=O)OC)c1ccc2c(c1)OCO2 (configuration not stated),-7,-1.2,-9,-7,-39,1,1,-7,-0.4
CCOc1ccccc1C(=O)NCCCn1ccnc1,-7,1.5,-3,-5,14,0,11,-5,0.6
O=c1c2cnn(-c3ccc(F)cc3)c2ncn1Cc1ccccn1,-5,2.9,4,5,0,-4,8,9,1.4
O=C(O)CN(c1cccc(C(F)(F)F)c1)S(=O)(=O)c1ccccc1,8,-1.9,10,27,20,4,5,-3,0.8
COc1cc2c(cc1OC)CN(Cc1cc(=O)oc3cc(C)c(Cl)cc13)CC2,14,-1.2,-21,30,14,9,6,19,-0.3
CC1(C(=O)N(CC(=O)NC2CCCC2)Cc2ccco2)CC(=O)N=C2C=CC=CN21 (configuration not stated),-15,1.1,1,20,-16,-7,4,-2,0.2
COc1ccccc1-c1noc(-c2cccnc2)n1,-6,0.8,-13,15,30,-2,13,18,-0.4
Brc1cnc2nc(SC/C=C/c3ccccc3)[nH]c2c1,8,1.0,-19,18,-19,/,6,-14,0.7
Nc1cc2c(cc1C(=O)c1ccc(Cl)cc1)OCCO2,7,-1.0,17,-7,-12,-6,11,29,0.0
